Source: PubChem BioAssay (several laboratories)
Measles CPE: protection of cells from measles virus. 1.5% of 140,000 active. protection (pct of control), % at 4 µM. AID 841. Measles virus-infected cells, CPE protection, absorbance; in the data active = protection mostly above about 24%, no sharp cut-off; inactive = mostly below about 26%; also: some compounds called inactive have numbers as strong as hits
Phagocytosis inh: inhibitors of macrophage phagocytosis; J774A.1 macrophage IgG-bead phagocytosis, imaging; inhibition, % at 5 µM; 0.07% of 110,000 active; AID 1029;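 active = inhibition above the mean of the plate negative controls plus 5 SD, cut at about 13% in these data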;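 also: phagocytic index as fraction of beads internalized from green versus red external bead signal; plate controls were DMSO negative control for no effect and cytochalasin-D positive control for full effect; some results beyond the cut were filed as inactive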
E-sel TNF inh: blocks E-selectin expression induced by TNF alpha; 0.71% of 120,000 active; HUVEC TNFa-induced E-selectin immunofluorescence, high content; inhibition, % at 2 µM;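 active = inhibition above the batch mean plus 3 SD, and confirmed as a hit on visual image review, cut at about 43% in these data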;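 also: 0% = TNF-stimulated DMSO wells and 100% = unstimulated control wells; not every result past the cut was called active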
BB579 growth dn: chemicals that inhibit yeast BB579 growth in restrictive medium (lifespan-shortening candidates). S. cerevisiae BB579 growth, OD615, 48 h. inhibition, % at 10 µM. 0.51% of 140,000 active;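 active = inhibition above a set limit, 3 SD over the mean compound inhibition, cut at about 44% in these data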; also: inactives centre near -24
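test system = yeast BB579 (DeaD) | buffer or medium = restrictive CSMM-D medium | doses = single compound dose of 10 µM, 0.25% DMSO final | times = 4 h preincubation and 48 h exposure at 30 °C | technique = culture absorbance at 615 nm | benchmarks = amphotericin B 10 µg/mL, positive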
GALR2 blocker: GALR2 (human) receptor antagonism; O43603; GALR2-expressing cells, antagonist mode; inhibition, % at 4 µM; 0.39% of 140,000 active; in the data active = inhibition above about 27%;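 also: cells stimulated with galanin 1-16 at roughly its EC80; 0% = agonist challenge control and 100% = basal control without agonist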
Target sequence (O43603 whole entry, looked up): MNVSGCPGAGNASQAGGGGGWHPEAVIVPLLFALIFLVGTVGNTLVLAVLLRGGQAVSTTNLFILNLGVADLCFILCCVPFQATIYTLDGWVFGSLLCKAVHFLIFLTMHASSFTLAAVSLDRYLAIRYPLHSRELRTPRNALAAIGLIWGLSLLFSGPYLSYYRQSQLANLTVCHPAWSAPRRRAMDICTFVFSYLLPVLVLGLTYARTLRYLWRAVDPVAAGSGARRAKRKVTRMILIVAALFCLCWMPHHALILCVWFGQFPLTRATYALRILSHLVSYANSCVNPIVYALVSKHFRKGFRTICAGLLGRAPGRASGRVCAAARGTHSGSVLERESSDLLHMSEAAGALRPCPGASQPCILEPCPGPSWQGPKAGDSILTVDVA
MRP-1 activ: MRP-1 activation; viability increase, % at 10 µM; H69AR cells + doxorubicin, viability rescue, CellTiter-Glo; 0.61% of 140,000 active;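 active = viability gain under doxorubicin at or above a set limit, the compound median plus 3 SD, cut at about 4.7% in these data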;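 also: MRP-1 overexpressing cells given doxorubicin 25 µM after compound pretreatment; 18-22 h compound pretreatment then 72 h with doxorubicin before readout; 0% = doxorubicin-only wells and 100% = vehicle-treated cells without doxorubicin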
PTEN del growth: suppresses growth of cells with PTEN deletion; HCT116 PTEN-null viability, CellTiter-Glo, 60 h; active compounds read low; viability, % at 10 µM; 1.2% of 140,000 active; AID 827;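 active = viability at or below a set limit, 4 SD under the median of all tested compounds, cut at about 3.7% in these data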;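 also: PTEN knockout HCT116 line with beta catenin targeted HCT116 as companion control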
NPY Y2 blocker: blocks the human neuropeptide Y Y2 receptor; P49146; AID 793; NPY-Y2 expressing cells, antagonist mode; 0.99% of 140,000 active; inhibition, % at 2.7 µM; in the data active = inhibition above about 17%;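 also: 0% = vehicle with agonist challenge and 100% = reference antagonist with challenge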
Target sequence (P49146 whole entry, looked up): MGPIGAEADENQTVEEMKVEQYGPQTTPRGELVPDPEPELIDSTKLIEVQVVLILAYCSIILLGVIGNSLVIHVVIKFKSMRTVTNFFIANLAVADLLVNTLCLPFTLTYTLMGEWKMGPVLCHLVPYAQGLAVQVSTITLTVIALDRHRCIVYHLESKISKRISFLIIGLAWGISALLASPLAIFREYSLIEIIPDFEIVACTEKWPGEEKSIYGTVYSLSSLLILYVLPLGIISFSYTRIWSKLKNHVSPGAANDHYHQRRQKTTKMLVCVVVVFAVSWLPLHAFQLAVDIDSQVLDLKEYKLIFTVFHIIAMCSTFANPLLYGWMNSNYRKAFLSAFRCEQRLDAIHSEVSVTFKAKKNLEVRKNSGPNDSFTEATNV
Yeast life ext: yeast lifespan extension; S. cerevisiae growth with nicotinamide, OD615; deaD strain in restrictive glucose medium; inhibition of the nicotinamide effect, % at 10 µM; 0.68% of 130,000 active;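 active = inhibition above a set limit, placed 3 SD over the median of all compounds, cut at about 26% in these data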;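 also: 0% = nicotinamide-treated wells and 100% = cells grown without nicotinamide; some compounds called inactive have numbers as strong as hits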
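Measured by: optical density (absorbance) at 615 nm; System: modified budding yeast, DeaD strain; Medium: restrictive CSMM-D dextrose medium; Timing: 4 h preincubation then 48 h treatment at 30 °C.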
HCT116 bCat-KO: beta-catenin-lacking colon tumor cell growth suppression. 1.5% of 140,000 active. viability, % at 10 µM. HCT116 beta-catenin knockout viability, CellTiter-Glo, 60 h; active compounds read low;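 active = viability at or under a set limit, the compound median less 4 SD, cut at about 6% in these data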;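 also: 0% = Hyamine 1622 control at 20 µM and 100% = untreated cell control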
* hit, by the source's call; / = not tested or not shown; & = joins results of further samples. Not a hit list. Share with any hit: about 6.2%.

SMILES | Measles CPE | Phagocytosis inh | E-sel TNF inh | BB579 growth dn | GALR2 blocker | MRP-1 activ | PTEN del growth | NPY Y2 blocker | Yeast life ext | HCT116 bCat-KO
CC(C)(C)C1CCC(=NNC(=O)CN(c2ccccc2)S(C)(=O)=O)CC1 (stereo not given) | 5 | -1 | / | -7 | 3 | -1.0 | 98 | 0 | 7 | 82
COc1ccc2[nH]c3c(=O)n(CCCCC(=O)N4CCCC4)c(=S)[nH]c3c2c1 | 19 | -1 | -78 | -67 | 3 | -3.5 | 89 | 1 | -19 | 94
Cn1cccc1C(=O)C(=O)Nc1cccc(Cl)c1Cl | 3 | / | -5 | -75 | 6 | -1.4 | 74 | -1 | -8 | 75
CCOC(=O)Cc1csc(NC(=O)c2ccc(C)o2)n1 | 27 | 1 | -3 | -34 | 12 | -2.5 | 99 | 1 | -21 | 96
CC1CCCN(c2nc(NCc3ccco3)nc(N)c2[N+](=O)[O-])C1 (stereo not given) | 7 | 1 | / | -31 | -12 | -0.5 | 67 | 2 | 13 | 65
Cc1ccc(-c2csc(N(CCc3ccccc3)C(=O)COc3ccccc3)n2)cc1 | 21 | / | 26 | -5 | -7 | 0.1 | 63 | 1 | -21 | 57
Cc1cc(C)n2nc(SCC(=O)N(C)c3ccccc3)nc2n1 | 8 | 0 | -11 | -20 | -8 | -0.3 | 102 | 3 | -7 | 109
CC(SC1=NCCS1)C(=O)Nc1nnc(-c2ccc(F)cc2)s1 (stereo not given) | 7 | 0 | 0 | 11 | 10 | -0.8 | 68 | 5 | -8 | 86
COc1ccc(C(=O)N2N=C(c3cccc(OC)c3)CC2(O)C(F)(F)F)cc1 (stereo not given) | 10 | -2 | / | -36 | -11 | -2.1 | 85 | 2 | 8 | 84
COc1ccccc1CO/N=C/NC(=O)c1c(OC)ccnc1Oc1ccc(F)cc1 | 6 | -1 | 0 | -17 | 4 | -1.7 | 91 | 0 | -21 | 94
CCC(C)NC(=O)C1CCN(c2nc(C)cc(C)n2)CC1 (stereo not given) | 7 | 0 | -45 | -24 | -12 | -2.8 | 91 | 1 | -14 | 95
Cc1ccc(NC(=O)COC(=O)COc2ccc(Cl)cc2C)c([N+](=O)[O-])c1 | 3 | 2 | 10 | -38 | -3 | 0.3 | 100 | 9 | 1 | 99
COc1cccc(-c2nc(CSCC(=O)N3CCc4ccccc43)c(C)o2)c1 | 9 | 1 | 12 | -30 | 8 | -2.1 | 91 | 3 | -6 | 93
O=C(NCCCNC(=O)c1ccccn1)c1ccccn1 | 18 | 3 | / | -27 | 8 | 0.4 | 107 | 2 | 0 | 96
Cc1nc(NC(C)C)c2cnn(CCc3ccccc3)c2n1 | 11 | -1 | 11 | -19 | -3 | 0.5 | 115 | 3 | -6 | 109
O=C(NC1CCN(Cc2ccccc2)CC1)C1CCN(S(=O)(=O)c2cccc3cccnc23)CC1 | / | 1 | -8 | / | 3 | / | / | 3 | / | /
COc1cc(NC(=O)c2ccc(CNc3c(N4CCOCC4)c(=O)c3=O)cc2)cc(OC)c1 | 19 | / | 20 | 20 | -3 | -0.6 | 96 | 0 | 1 | 94
Cc1ccc(NC(=O)CSC2=Nc3ccccc3C3CC=NN23)c(C)c1 (stereo not given) | 13 | 1 | 15 | -11 | 1 | -1.5 | 99 | 1 | -5 | 93
Cn1ncc(N=Cc2ccccc2)c1C(=O)Nc1cccc(Cl)c1 | 8 | 0 | 11 | -72 | 2 | -2.0 | 62 | 1 | -3 | 59
CC(C)c1ccc(CNc2ccc(N3CCOCC3)cc2)cc1 | 13 | -1 | 16 | -35 | -8 | -2.2 | 75 | -2 | -11 | 82
CC(=O)C1=C(C)NC(=O)NC1c1ccc(OC2CCCC2)cc1 (stereo not given) | 19 | -1 | 1 | -5 | 0 | 1.1 | 99 | 8 | -7 | 102
CCOC(=O)c1ccccc1NC(=O)c1cn(-c2ccc(C)c(C)c2)c(=O)c2ccccc12 | 19 | -3 | -38 | -45 | 1 | -1.6 | 57 | 4 | 1 | 66
Cc1cc(NS(=O)(=O)c2ccc(NC(=O)C(C)Oc3ccc4c(C)cc(=O)oc4c3)cc2)no1 (stereo not given) | 5 | 2 | 16 | -40 | 16 | -0.6 | 92 | 2 | 17 | 91
O=C(c1ccco1)N(c1ccccn1)c1ccccn1 | 11 | -1 | -15 | -15 | 0 | -0.4 | 98 | 1 | -4 | 95
C/C(=C\c1ccco1)C1Nc2cccc3cccc(c23)N1 | 22 | -1 | 3 | -40 | -3 | 1.2 | 89 | 1 | 4 | 86
COC(=O)C1=C(C)NC2=C(C(=O)CCC2)C1c1ccsc1 (stereo not given) | 18 | -2 | / | -27 | 5 | -1.2 | 87 | 2 | -16 | 105
O=C(CN1CCN(Cc2ccccc2)CC1)N1CCCc2c1c(=O)oc1ccc(O)cc21 | 3 | / | 57 | -15 | -1 | -5.2 | 34 | 0 | 2 | 38
Cc1ccc(Cn2nc(C)c3cc(C(=O)OCC(N)=O)sc32)cc1 | 4 | 1 | 19 | -54 | 3 | -2.4 | 86&90 | 6 | -14 | 81
CC1=C(C(=O)OC(C)C)C(c2cccs2)N2C(=O)C(C)SC2=N1 (stereo not given) | 6 | 0 | -3 | 9 | -9 | 0.3 | 74 | 5 | -3 | 82
O=C(NCC1(c2ccccc2)CCCC1)c1ccc(Br)o1 | 9 | -5 | / | 3 | -1 | 3.4 | 79 | 4 | -2 | 68
N#Cc1c(N)n[nH]c1CCCN | 5 | -1 | -13 | -16 | -7 | 0.1 | 95 | 2 | -5 | 94
CCc1nc2sc3ccccc3c(=O)c2c(=O)n1CCOC | 21 | -1 | -4 | 23 | -7 | -0.9 | 79 | 1 | -5 | 93
O=C(NCCN1CCOCC1)c1cc(-c2ccc(Br)cc2)on1 | 12 | 1 | / | -1 | -3 | -0.7 | 92 | 1 | -4 | 98
Cc1cc(C)c(NC(=O)Cc2ccc(-n3cccc3)cc2)c(C)c1 | 11 | -3 | / | -22 | 5 | -0.9 | 95 | 0 | 6 | 94
CCOc1ccc(C(=O)NC(=S)N2CCN(c3ccc(C(F)(F)F)cc3[N+](=O)[O-])CC2)cc1 | 10 | -6 | 1 | -5 | -7 | -2.7 | 100 | 2 | -2 | 90
CCOc1ccccc1OCCOc1ccccc1OC(C)C | 8 | 0 | -2 | 12 | -9 | -2.8 | 87 | 10 | -8 | 81

The final 2 records of the section before come first, to join the parts:
SMILES | Measles CPE | Phagocytosis inh | E-sel TNF inh | BB579 growth dn | GALR2 blocker | MRP-1 activ | PTEN del growth | NPY Y2 blocker | Yeast life ext | HCT116 bCat-KO
CCOc1ccc(C(=O)NC(=S)N2CCN(c3ccc(C(F)(F)F)cc3[N+](=O)[O-])CC2)cc1 | 10 | -6 | 1 | -5 | -7 | -2.7 | 100 | 2 | -2 | 90
CCOc1ccccc1OCCOc1ccccc1OC(C)C | 8 | 0 | -2 | 12 | -9 | -2.8 | 87 | 10 | -8 | 81
CCOC(=O)c1ccccc1NC(=O)c1cncc(Br)c1 | 7 | 11 | -11 | -18 | 12 | -0.6 | 95 | 3 | -12 | 104
COc1ccc(N2CC(O)=C(c3nc4ccccc4s3)C2=N)c(OC)c1 | 4 | -1 | 21 | -27 | 19 | -1.7 | 96 | 0 | -8 | 92
Cn1c(=O)cc(SCC(=O)NCCCN2CCOCC2)c2ccccc21 | 13 | 0 | / | -11 | -2 | -2.6 | 96 | -1 | -4 | 99
Cc1ccc2cc3cc(C(=O)NCc4ccco4)oc3nc2c1 | 3 | / | / | -6 | 2 | -2.2 | 92 | 2 | -23 | 103
Cc1ccc(C(=O)NCCn2cc(SCC(=O)N3CCOCC3)c3ccccc32)cc1 | 10 | 1 | / | -28 | -2 | -2.6 | 102 | 0 | -6 | 97
CCOc1ccccc1C1CC(c2ccc(F)cc2)Nc2nc(N)nn21 (stereo not given) | 15 | 0 | / | -22 | 2 | -2.1 | 104 | 4 | -10 | 90
Cc1cc(C)n(-c2ccc(Cl)c(C(=O)Nc3ccc(-c4nnc5n4CCCCC5)cc3)n2)n1 | 10 | 0 | -9 | -37 | 8 | -1.0 | 89 | 1 | -15 | 84
CCCCN(CC)C(=O)Cn1ncc2c1-c1cc(C)ccc1OC2 | 9 | 0 | 14 | -24 | -14 | -2.0 | 92 | 1 | -7 | 80
CCn1c(SCC(=O)N2CCCC2)nnc1-c1ccc(S(=O)(=O)N2CCCCCC2)cc1 | 6 | 0 | -6 | -57 | 8 | -0.9 | 96 | -3 | -14 | 85
Cc1cc(=O)n2[nH]c(-c3ccc(F)cc3)nc2n1 | 4 | -1 | 3 | 9 | 3 | -2.4 | 93 | 2 | -22 | 91
O=c1c2ccccc2n2c(-c3ccc(C(F)(F)F)cc3)nnc2n1Cc1ccccc1 | 11 | 1 | 24 | -9 | -6 | 1.0 | 86 | 10 | 0 | 82
Cc1onc(-c2ccccc2)c1C(=O)NCC1CCN(C(=O)c2c(-c3ccccc3)noc2C)CC1 | 5 | / | -26 | -15 | -3 | -3.4 | 94 | -1 | -26 | 81
CC(=O)C1=C(C)NC(SCSc2ccccc2)=C(C#N)C1c1cccnc1 (stereo not given) | 3 | -1 | 8 | -47 | -7 | -3.7 | 72 | 6 | -16 | 72
CN(C(=O)COC(=O)c1ccc2c(c1)OCO2)C1CCS(=O)(=O)C1 (stereo not given) | 5 | 2 | 3 | -56 | 0 | -1.3 | 98 | -3 | -8 | 109
O=C(CC(SCc1ccco1)c1ccc(O)cc1)c1cccs1 (stereo not given) | 6 | 1 | 18 | -24 | 3 | -5.9 | 20 | 2 | -18 | 11
CCCc1nn(C)c(C(=O)Nc2cccc(C)c2)c1Cl | -1 | -10 | / | -38 | 3 | -1.3 | 85 | 1 | -2 | 89
Cc1ccc(N2C(=O)CC(Sc3ccccc3C(=O)O)C2=O)cc1 (stereo not given) | 10 | -4 | / | -13 | -7 | 0.2 | 90 | -1 | 4 | 95
O=C(NCCCCC(NC(=O)C1CCCCC1)C(=O)O)c1ccccc1 (stereo not given) | 5 | -2 | 4 | -2 | -18 | 0.1 | 110 | 0 | -10 | 103
COCCCNC(=O)C1CCCN(S(=O)(=O)c2ccc(C)cc2)C1 (stereo not given) | 9 | / | 7 | -5 | 19 | -1.6 | 103 | 4 | / | 97
O=C(c1ccc(S(=O)(=O)N2CCC(c3nc4ccccc4[nH]3)CC2)cc1)N1CCOCC1 | 3 | -1 | -34 | 11 | 2 | -0.5 | 106 | -1 | -3 | 97
Nc1nc(SCc2c(Cl)cccc2Cl)n[nH]1 | 6 | 1 | / | -48 | -11 | 0.6 | 80 | 1 | 53 | 94
C/C(=N\NC(=O)c1c(Cl)cnn1C)c1ccc(NC(=O)c2ccncc2)cc1 | 14 | 7 | / | -8 | 2 | -0.9 | 95 | -1 | -5 | 95
CCOc1ccc(-c2cc(CCCC(=O)N3CCN(c4ccc(OC)cc4)CC3)no2)cc1 | 6 | 2 | / | -29 | 2 | -3.5 | 77 | 0 | 2 | 75
